PAX8 reporter – inhibitors of PAX8-driven TPO luciferase reporter, primary screen, RMG-I cells, single concentration | SteadyGlo, 24 h | inhibition, % at 12.6 µM | hit rate 1.2% among 360,000 | AID 652154, 2013;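 active = mean replicate inhibition at least 60% with every replicate also reaching 60%; inconclusive = only one of the two criteria is met; inactive = mean below 60% and not all replicates reaching 60%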;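 note: luciferase light reporting Pax8 driven TPO promoter activity; plate controls were median of neutral control wells for no effect and mitoxantrone controls for full effect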
EWS-Fli inh – EWS/Fli-driven NR0B1 reporter inhibitors, primary screen, A673 cells, NR0B1 luciferase, luminescence, MLPCN library; viability-normalised; inhibition, % at 12.6 µM; hit rate 0.67% among 350,000; AID 651661, 2012;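 active = mean inhibition of at least 50% after viability correction, with every replicate also passing that limit; inconclusive = mean reaches 50% but only one of two replicates passes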;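 note: firefly luciferase signal divided by Alamar Blue viability fluorescence both relative to DMSO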
ARNT-TACC3 inh – disruptors of ARNT/TACC3 protein interaction, primary screen, biochemical, AlphaScreen, single concentration | AlphaScreen His-ARNT PAS-B/GST-TACC3 binding, luminescence; TACC3 fragment carries E629A point mutation | inhibition, % at 9.99 µM | hit rate 0.66% among 390,000 | AID 623870, 2012;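 active = mean inhibition of replicates at least 50% and at least half of replicates each reaching 50%; inconclusive = half or more replicates reach 50% but mean below 50%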;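 note: 0% = complete ARNT plus TACC3 wells and 100% = ARNT alone without TACC3; many hits fall short of the cut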
GSIS activator – GLuc luminescence reporter in INS-1E cells, primary screen for activators of glucose-dependent secretion of insulin | INS-1E GLuc reporter insulin secretion, 2-3 h | activation, % at 16.6 µM | hit rate 0.61% among 370,000;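 active = lowest replicate activation of at least 40%, so every replicate reaches that level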;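 note: 0% = median of neutral control wells and 100% = median of IBMX positive control wells; some compounds called inactive have numbers as strong as hits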
DENV2 CPE – inhibitors of DENV2 cytopathic effect, primary screen, cell-based, plate reader, single concentration | DENV2-infected cells, cytopathic effect rescue | CPE inhibition, % at 9.99 µM | hit rate 1.7% among 350,000 | AID 651640, 2012; in the data active = CPE inhibition above about 20%, passing the limit was not always enough; inconclusive = no clear call, values can overlap the other calls; tested in BHK-21 cells;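 note: 0% = median of neutral control wells and 100% = median of positive control wells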
XiGFP reactiv – activators of inactive X chromosome reactivation, primary screen, imaging, XiGFP fibroblasts, GFP high-content imaging, set 2; XiGFP mouse fibroblasts, % GFP-positive cells imaging, 3 d; cells co-treated with 5-aza-dC sensitizer; scaled so ellipticine positive control = 100%; activation, % at 7.58 µM; hit rate 0.055% among 360,000;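 active = mean normalized replicate activation at least 10% and every replicate at or above 10%; inconclusive = only one of the two criteria met; inactive = mean below 10% and not all replicates reach 10%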;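 note: 0% = median of on-plate neutral control wells and 100% = ellipticine 6 µM median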
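System: 68-5-11 XiGFP fibroblast line; Timing: 3 days compound exposure; Compound dosing: one concentration, pinned; Benchmarks: positive control ellipticine, 6 µM final; Buffer or medium: DMEM containing 5-aza-dC.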
ERp5 block – inhibitors of ERp5-driven insulin aggregation, primary screen, biochemical, turbidity, absorbance 650 nm, single point; Protein disulfide-isomerase A6 (Homo sapiens), Q15084; inhibition, % at 9.99 µM; 90 min; hit rate 0.05% among 350,000;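 active = mean replicate inhibition above about 25%, with every replicate also reaching it, limit read from the data, passing the limit was not always enough; inconclusive = only one of those two criteria met; inactive = neither criterion met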
Target sequence (Q15084 whole entry, looked up): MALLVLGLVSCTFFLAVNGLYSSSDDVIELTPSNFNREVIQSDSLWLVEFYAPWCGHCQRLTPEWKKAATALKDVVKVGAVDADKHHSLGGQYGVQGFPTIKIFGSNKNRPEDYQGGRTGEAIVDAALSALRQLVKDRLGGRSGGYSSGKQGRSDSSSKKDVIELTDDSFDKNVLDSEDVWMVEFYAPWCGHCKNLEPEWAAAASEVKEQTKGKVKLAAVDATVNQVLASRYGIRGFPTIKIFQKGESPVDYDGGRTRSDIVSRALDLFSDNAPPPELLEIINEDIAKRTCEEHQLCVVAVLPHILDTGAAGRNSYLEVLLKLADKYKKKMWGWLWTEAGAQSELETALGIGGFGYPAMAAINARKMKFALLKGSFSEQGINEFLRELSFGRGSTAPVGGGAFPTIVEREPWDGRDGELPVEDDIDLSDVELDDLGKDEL
F508del corr – F508del CFTR correction, initial screen, CFBE line, single point | CFBE cells, YFP halide quenching; stimulated with forskolin plus potentiator P3; % fluorescence drop versus neutral controls | hit rate 0.36% among 350,000 | activity (quench increase), % at 7.58 µM | AID 720511, 2013;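 active = mean added fluorescence quench of at least 8% versus neutral control, with both replicates also reaching 8%; inconclusive = only one of the mean or replicate conditions met; inactive = mean below 8% and not both replicates reaching 8%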;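 note: cells transiently co-express mutant CFTR-F508del with the halide-sensitive YFP; corrector assay measuring rescue of mutant channel to the surface after 24 h compound exposure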
The depositor's hits bear a star; ? = inconclusive; / = no result given; & = joins results of further samples; ! = repeats disagree.

nr	mol	PAX8 reporter	EWS-Fli inh	ARNT-TACC3 inh	GSIS activator	DENV2 CPE	XiGFP reactiv	ERp5 block	F508del corr
1	CCOC(=O)c1cc(-c2ccc(N3C(c4ccsc4)=Cc4ccccc4C3CC(C)=O)cc2)cc([N+](=O)[O-])c1 (configuration not stated)	-24	-3	/	13	-9	0.1	-2	-5.1
2	CS(=O)(=O)Nc1ccc2c(c1)[C@H]1C[C@H](CC(=O)NCc3ccccc3)O[C@@H](CO)[C@H]1O2	4	1	-10	-1	-10	0.2	-2	-0.1
3	CCCCCCOC(=O)Nc1ccc(S(=O)(=O)Nc2cccc([N+](=O)[O-])c2)cc1	-7	8	-45	29	1	0.1	-10	-0.7
4	O=C(C[n+]1cc(Br)cc2ccccc21)c1ccc(Br)cc1	4	32	-2	-3	4	0.0	-1	0.3
5	CC(=O)c1ccc(S(=O)(=O)Oc2ccc(-c3ccc(C(=O)O)cc3)cc2)cc1	-1	2	-2	/	-1	0.3	0	-0.1
6	C[C@@H]1CN([C@@H](C)CO)C(=O)c2cc(NC(=O)CCC(F)(F)F)ccc2O[C@@H](C)CCCCO[C@H]1CN(C)C(=O)c1ccncc1	-6	-1	3	-1	5	0.0	/	0.3
7	Cc1ccc(S(=O)(=O)N2CCC(=O)N(CCOC(=O)NCc3ccccc3)CC2)cc1	-9	-12	/	-7	3	0.0	3	-3.0
8	CC(C)C[C@@]12C(=O)N(c3cccc(Br)c3)C(=O)N1[C@H](c1ccc(F)cc1)[C@@H]1C(=O)N(C3CCCCC3)C(=O)[C@@H]12	9	0	-5	/	-15	0.0	3	5.2
9	C[C@@H]1CCCCO[C@@H](CN(C)S(=O)(=O)c2ccccc2)[C@H](C)CN([C@H](C)CO)C(=O)c2cc(NC(=O)Nc3ccc(F)cc3)ccc2O1	73*	16	4	-2	-7	0.0	-3	1.0
10	Cc1ccccc1N1C(=O)C(Oc2ccc(Cl)cc2)C1CNCCCOC(C)C (configuration not stated)	-5	1	3	-6	-8	0.0	-2	4.3
11	Cc1cccc(C)c1NC(=O)COC(=O)c1ccccc1[N+](=O)[O-]	3	0	/	3	-3	0.0	-1	-4.4
12	CC(=O)Nc1ccc(S(=O)(=O)NC2(C(F)(F)F)C(=O)Nc3c2c(=O)[nH]c(=O)n3Cc2ccccc2)cc1 (configuration not stated)	15	-12	-6	/	4	0.0	0	/
13	COc1ccc(-c2cnc3c(c2)C(=O)N([C@H](C)CO)C[C@@H](C)[C@@H](CN(C)Cc2ccccn2)O3)cc1	/	-7	0	15	-1	-1.2	1	0.7
14	Nc1ccc(C(=O)OCC(=O)NC2CC2)cc1[N+](=O)[O-]	8	-7	-4	9	1	0.0	2	-2.6
15	CCCSc1nc2cc(C)c(C)cc2n1CC(C)O (configuration not stated)	-87	-17	-7	5	10	0.1	4	/
16	CCn1nc(NC(=O)C(C)(C)C)c2cc3cccc(C)c3nc21	2	1	-61	-5	?	0.0	-5	-4.0
17	O=C(O)CCCCCNC(=O)/C(=C\c1ccco1)NC(=O)c1ccco1	6	1	-4	16	-2	0.0	2	-1.2
18	CCCCn1c(N)c(N(CC)C(=O)CSc2nnnn2-c2cc(C)ccc2C)c(=O)[nH]c1=O	-5	4	-4	19	-4	0.0	-4	-0.5
19	COc1ccc(C2CC(c3ccc(C)cc3)=NN2C(=O)c2ccccc2)cc1 (configuration not stated)	-11	-49	-6	7	1	0.2	0	3.6
20	Cc1ccc(NC(=S)NCCSc2ccc(Cl)cc2)cc1	-7	12	-24	15	2	0.0	4	0.8
21	CCCNC(=O)C[C@H]1C[C@H]2c3cc(NC(=O)c4cccnc4)ccc3O[C@H]2[C@H](CO)O1	0	-1	-9	-2	10	2.6	/	3.1
22	CC(C)[C@H](NC(=O)c1ccccc1Cl)C(=O)OCC(=O)Nc1ccc(S(=O)(=O)N2CCOCC2)cc1	-13	-7	10	/	5	-0.1	3	3.2
23	N/C(COc1cccc(Cl)c1)=N\O	-16	5	0	-6	-1	0.0	1	-1.1
24	O=[N+]([O-])c1ccc(Cl)cc1Sc1ccccn1	-5	/	-2	-4	/	0.3	/	/
25	CCCCCCCCN1C(=O)[C@H](CC(=O)N2CCN(C(=O)C3CC3)CC2)C[C@@]2(C(=O)OC)CC(C)(C)CC=C12	3	-5	/	12	-12	0.3	-3	1.0
26	C[C@H](CO)N1C[C@H](C)[C@H](CN(C)C(=O)c2cccnc2)Oc2ncc(C3=CCCCC3)cc2C1=O	/	-15	-7	5	-4	0.4	22	-3.5
27	COc1ccc(NC(=O)N(C)C[C@@H]2Oc3ccc(NC(=O)CCCCCC(=O)Nc4ccccc4N)cc3CC(=O)N([C@@H](C)CO)C[C@H]2C)cc1	2	-5	2	-17	6	-1.0	-2	-0.7
28	Cc1ccc(CNC(=O)[C@H](C)N2C(=O)N3CCc4c([nH]c5ccccc45)[C@@]3(C)C2=O)cc1	/	14	-8	/	35*	/	6	2.1
29	C/C=C/c1ccc(C2[C@H]3CNC[C@@H]2N3C(=O)NCCC)cc1 (some centres not stated)	/	/	/	2&2	25*!	0.2&0.0	-2&-7	-5.2&-1.6
30	Cc1ccc2c(c1)N(CC(=O)N1CCC(O)CC1)C(=O)CO2	-7	1	3	-5	7	0.4	3	2.2
31	CC(=O)c1sc(N2CCOCC2)nc1-c1ccccc1	-4	9	3	1	-3	-0.1	6	0.2
32	COCC#Cc1cnc2c(c1)C(=O)N([C@H](C)CO)C[C@H](C)[C@H](CN(C)C(=O)c1cccnc1)O2	/	-2	1	6	2	-0.5	3	-1.5
33	CO[C@H]1CN(C)C(=O)c2cc(NC(=O)C3CCC3)ccc2OC[C@@H](C)N(Cc2ccc(F)cc2)C[C@@H]1C	17	-2	6	-20	-5	0.2	0	0.1
34	CCOc1ccc(NC(=O)Nc2ccon2)cc1	-96	-79	-3	-6	3	-0.1	2	-0.3
35	CCN(c1cccc(C)c1)S(=O)(=O)c1ccc2c(c1)NC(=O)CCS2	5	/	2	1	0	0.0	-7	2.7
36	COC1=NC(=C(c2ccccc2)c2ccccc2)OC1=O	6	1	-7	3	5	0.0	-2	0.2
37	CCN1C(=O)C(=O)N(CC(=O)c2[nH]c(C)c(C(C)=O)c2C)C1=O	-8	-4	3	9	1	0.0	4	-3.2
38	CCc1ccc(C(=O)c2cc3ccc(O)cc3oc2=O)cc1	-52	-2	-5	-18	-2	0.0	-4	0.2
39	Cc1ccc(S(=O)(=O)N2CCCCC2)cc1NC(=O)C1COc2ccccc2O1 (configuration not stated)	12	11	/	-14	?	1.5	5	5.1
40	CO[C@H](CN(C)C(=O)C1CCOCC1)[C@H](C)CN(C(=O)Nc1ccc(C(F)(F)F)cc1)[C@@H](C)CO	/	-4	42	-17	-2	0.0	2	-4.2
41	COc1ccc(N2CCN(C(CNC(C)=O)c3ccco3)CC2)cc1 (configuration not stated)	5	8	-17	13	-1	0.1	1	1.2
42	O=C(CCl)N(O)c1ccc(C=Cc2ccccc2)cc1	-101	-28	2	/	7	0.0	-1	0.0
43	COCCN(C(=O)CSc1nnc(-c2ccncc2)n1C)c1c(N)n(CC(C)C)c(=O)[nH]c1=O	-4	-4	-11	-7	-4	0.0	1	-3.6
44	CCOc1ccc(C2c3c(oc4ccccc4c3=O)C(=O)N2c2ccc(C)cn2)cc1OC (configuration not stated)	-3	-31	/	-4	-2	0.0	6	-2.7
45	CCOc1ccccc1/C=C(\C#N)C(=O)Nc1cccc(C(=O)O)c1	-17	0	-3	-29	5	0.0	1	-0.5

7 structures out of the list, ordered by heavy-atom count, low to high.
nr	mol	PAX8 reporter	EWS-Fli inh	ARNT-TACC3 inh	GSIS activator	DENV2 CPE	XiGFP reactiv	ERp5 block	F508del corr
34	CCOc1ccc(NC(=O)Nc2ccon2)cc1	-96	-79	-3	-6	3	-0.1	2	-0.3
31	CC(=O)c1sc(N2CCOCC2)nc1-c1ccccc1	-4	9	3	1	-3	-0.1	6	0.2
36	COC1=NC(=C(c2ccccc2)c2ccccc2)OC1=O	6	1	-7	3	5	0.0	-2	0.2
38	CCc1ccc(C(=O)c2cc3ccc(O)cc3oc2=O)cc1	-52	-2	-5	-18	-2	0.0	-4	0.2
37	CCN1C(=O)C(=O)N(CC(=O)c2[nH]c(C)c(C(C)=O)c2C)C1=O	-8	-4	3	9	1	0.0	4	-3.2
35	CCN(c1cccc(C)c1)S(=O)(=O)c1ccc2c(c1)NC(=O)CCS2	5	/	2	1	0	0.0	-7	2.7
44	CCOc1ccc(C2c3c(oc4ccccc4c3=O)C(=O)N2c2ccc(C)cn2)cc1OC (configuration not stated)	-3	-31	/	-4	-2	0.0	6	-2.7

More structures follow.
nr	mol	PAX8 reporter	EWS-Fli inh	ARNT-TACC3 inh	GSIS activator	DENV2 CPE	XiGFP reactiv	ERp5 block	F508del corr
46	O=C(C1CC1)N1CCCCN2[C@H](C1)[C@@H](c1ccc(C#CC3CCCC3)cc1)[C@@H]2CO	-1	1	-4	-6	6	0.2	1	-0.1
47	O=C(Nc1ccc(NC(=O)c2cc3ccccc3o2)cc1)c1ccc2c(c1)OCCO2	-1	58*	-3	20	1	0.0	-4	2.4
48	CN(CC(=O)NCc1cccnc1)S(=O)(=O)c1cc(Cl)ccc1Cl	-8	-5	0	15	-6	0.1	-2	-0.3
49	CCOC(=O)CSc1nnc2c3ccccc3n(C)c2n1	5	14	-1	/	8	-0.1	3	/
50	O=C(NCc1cccc(Cl)c1)c1ccc(N2CC3CC(C2)c2cccc(=O)n2C3)c(NC(=O)c2cccnc2)c1 (configuration not stated)	17	/	-1	21	-2	0.1	2	1.5
51	Nc1nc2ccc(OC(F)(F)F)cc2s1	-62	-46	-2	/	5	0.0	4	2.3
52	O=C(CCc1nc2ccccc2c(=O)[nH]1)OCC(=O)c1cccc(Cl)c1	-6	9	33	/	4	0.2	6	/
53	C[C@@H]1CN([C@@H](C)CO)C(=O)c2cccc(NC(=O)c3cnccn3)c2O[C@@H]1CN(C)S(=O)(=O)c1cccs1	/	-1	8	6	?	-1.1	-12	2.3
54	CN(C(=O)C(Cl)Cl)C1CC2C=CC1C2 (configuration not stated)	19	12	-7	3	17	0.2	8	0.5
55	CCC(C)[C@H]1CNC(=O)C(=O)N1CCc1cccc(F)c1 (some centres not stated)	-9	-9	/	11	-5	-0.2	1	-1.0
56	COc1cc2c(cc1O)C(Cc1ccc(O)cc1)NCC2 (configuration not stated)	-27	-79	18	-2	-10	0.0	1	0.3
57	O=C(C[C@@H]1C[C@H]2c3cc(NC(=O)c4ccc5c(c4)OCO5)ccc3O[C@H]2[C@@H](CO)O1)NC1CCCCC1	-19	-8	4	-43	3	0.0	0	-0.5

High-throughput results: PubChem, Broad Institute
